Screens: PubChem BioAssay, National Center for Advancing Translational Sciences (NCATS)
JMJD2A Tudor inh – JMJD2A Tudor domain (human) inhibition; hit rate 4.4% among 390,000; O75164; AlphaScreen JMJD2A-Tudor / H3K4me3 peptide binding; Potency, µM (series often up to 114 µM), inactives show top-dose activity change, negative = inhibition, most hits filed as inhibitors; further: potency means the concentration at half of the fitted maximal effect; on the % scale 0 is the no-effect control and ±100 the full control effect; nearly all actives have a fitted effect of over 50% in size
HP1b chromo inh – blocks HP1-beta chromodomain binding to methylated histone tails. AlphaScreen HP1-beta / biotin-H3K9me3 peptide binding. Potency, µM (series often up to 114 µM), without a hit: top-dose activity change, negative = inhibition, most hits filed as inhibitors. hit rate 0.56% among 390,000. AID 540317; further: potency means the concentration at half of the fitted maximal effect; nearly all actives have a fitted effect of over 70% in size; inactives centre near 23
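Compound inhibition of the preformed complex between 50 nM HP1-beta and 50 nM biotinylated H3K9me3 peptide was read by AlphaScreen. Buffer was PBS pH 7.4 with 0.01% Tween-20. Incubations ran 30 min at room temperature, with 10 ug/mL donor/acceptor beads.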
Tb PGK inh – blocks T. brucei phosphoglycerate kinase | P07378 | PGK/GAPDH coupled, Kinase-Glo luminescence, 60 min | Potency, µM (highest dose often 57.5 µM), for inactives: at the highest dose activity change, negative = inhibition, most hits filed as inhibitors | hit rate 0.043% among 380,000; further: potency means the concentration at half of the fitted maximal effect; on the % scale 0 is the no-effect control and ±100 the full control effect; nearly all actives have a fitted effect of over 60% in size
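Luminescent ATP detection (Kinase-Glo Plus) follows a 60-minute room-temperature incubation, with wells lacking PGK as controls. Buffer: 100 mM TEA (pH 7.6), 5 mM MgCl2, 0.01% Tween-20. Coupling enzyme GAPDH (100 nM final) supplies unstable 1,3-BPG in-well.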
GLS inh – inhibitors of human glutaminase (GLS). O94925. GLS enzymatic activity, qHTS titration. Potency, µM (highest dose often 45.5 µM), inactives show top-dose activity change, negative = inhibition, most hits filed as inhibitors. hit rate 0.21% among 410,000; further: potency means the concentration at half of the fitted maximal effect; on the % scale 0 is the no-effect control and ±100 the full control effect
Target sequence (O94925 whole entry, looked up): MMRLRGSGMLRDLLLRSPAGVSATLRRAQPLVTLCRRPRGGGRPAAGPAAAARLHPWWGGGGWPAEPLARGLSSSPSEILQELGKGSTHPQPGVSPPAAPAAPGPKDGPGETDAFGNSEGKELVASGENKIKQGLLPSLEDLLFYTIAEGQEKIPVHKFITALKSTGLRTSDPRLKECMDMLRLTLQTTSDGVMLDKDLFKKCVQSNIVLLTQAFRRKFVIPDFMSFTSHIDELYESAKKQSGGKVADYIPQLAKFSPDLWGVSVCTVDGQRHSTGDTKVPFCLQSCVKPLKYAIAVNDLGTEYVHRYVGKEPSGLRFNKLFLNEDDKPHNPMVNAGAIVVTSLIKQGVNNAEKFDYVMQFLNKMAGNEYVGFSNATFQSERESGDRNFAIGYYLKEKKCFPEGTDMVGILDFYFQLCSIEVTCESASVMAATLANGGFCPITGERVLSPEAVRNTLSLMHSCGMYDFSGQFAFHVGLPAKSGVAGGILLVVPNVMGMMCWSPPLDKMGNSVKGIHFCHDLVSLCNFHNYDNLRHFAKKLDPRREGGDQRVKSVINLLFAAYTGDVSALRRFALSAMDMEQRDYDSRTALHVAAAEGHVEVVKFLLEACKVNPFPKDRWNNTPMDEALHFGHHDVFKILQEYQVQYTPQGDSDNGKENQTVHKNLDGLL
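Coupled fluorescence readout: glutamate oxidase/HRP/Amplex Red detect glutamate formed by hKGA from L-glutamine (1 mM solution added). Buffer 45 mM KH2PO4 pH 8.2, 0.02% Tween-20; reads at t0 and 30 min RT.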
G9a block – G9a (human) methyltransferase inhibition. AID 504332. G9a H3K9 monomethylation, AlphaScreen, 2 h. hit rate 8.8% among 350,000. Potency, µM (highest dose often 102 µM), inactives show at the top dose activity, negative = inhibition, most hits filed as inhibitors; further: potency means the concentration at half of the fitted maximal effect; on the % scale 0 is the no-effect control and ±100 the full control effect; nearly all actives have a fitted effect of over 75% in size
Target sequence (Q96KQ7 913-1193 limits assumed): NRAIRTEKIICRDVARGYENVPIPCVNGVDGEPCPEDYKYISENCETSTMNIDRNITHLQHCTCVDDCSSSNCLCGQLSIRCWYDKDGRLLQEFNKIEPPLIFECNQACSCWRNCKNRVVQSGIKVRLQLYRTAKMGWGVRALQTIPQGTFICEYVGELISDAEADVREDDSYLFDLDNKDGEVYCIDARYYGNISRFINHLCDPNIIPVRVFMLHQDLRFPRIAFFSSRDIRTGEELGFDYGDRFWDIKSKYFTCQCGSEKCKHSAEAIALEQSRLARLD
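Readings reflect AlphaScreen signal from monomethyl-H3K9 antibody detection. HMT at 20 nM; substrate b-H3K9 500 nM; cofactor SAM 20 uM; 2 h RT reaction; compounds tested as titrations in qHTS with 15 min preincubation.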
Pin1 inhibitor – human Pin1 inhibition; Q13526; hit rate 0.009% among 390,000; AID 504891; Potency, µM (titrated, usually from 115 µM), for inactives: at the top dose activity, negative = inhibition, usual class: inhibitors; Pin1 FP peptide displacement, HiFluor488, 10 min; active means well fitted inhibition curve with a large enough effect in the polarisation, with a control signal flat, not every such curve was filed as active; inconclusive means small, poorly fitted or top-dose-only effect, or effect the other way, or a change in a side signal; inactive means no such curve, though single readings can be large or run the other way; the % refers to the polarisation; further: potency means the concentration at half of the fitted maximal effect; on the % scale 0 is the no-effect control and ±100 the full control effect
POLH inh – inhibitors of human DNA polymerase eta. recombinant Pol eta, fluorescent DNA replication assay. Potency, µM (titrated, usually from 114 µM), without a hit: top-dose activity change, negative = inhibition, most hits filed as inhibitors. hit rate 1.2% among 390,000. AID 588591; further: potency means the concentration at half of the fitted maximal effect; on the % scale 0 is the no-effect control and ±100 the full control effect
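Fluorescent replication assay: 50 nM final substrate added after a 15 min room-temperature compound preincubation with 10 nM enzyme. Signal taken at 0 min and again at 10 min.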
PI4K2A block – blocks human PI4K2A kinase activity. AID 1346378. purified PI4K2A, ADP-Glo luminescence, 1 h; active compounds read low. hit rate 0.13% among 420,000. activity change, negative = inhibition, % at 76.9 µM; in the data active means activity change below about -50%; inconclusive means mostly about -30% to -49%;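 further: -100% = wells without enzyme as full effect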
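In this quantitative HTS, ADP production by PI4K2A was quantified luminescently after 1 h at ambient temperature; 100 microM adenosine served as plate-quality control.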
BAZ2B block – inhibitors of human BAZ2B bromodomain. Q9UIF8. hit rate 4.4% among 360,000. AlphaScreen BAZ2B-H3K14Ac peptide displacement. Potency, µM (doses to about 114 µM), for inactives: at the highest dose activity change, negative = inhibition, most hits filed as inhibitors; further: potency means the concentration at half of the fitted maximal effect; on the % scale 0 is the no-effect control and ±100 the full control effect; nearly all actives have a fitted effect of over 60% in size
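Multi-concentration screen (max 110 uM) measuring displacement of acetylated histone H3 peptide from BAZ2B by AlphaScreen, using 50 nM protein, 50 nM peptide and 10 ug/mL streptavidin donor plus Ni-chelate acceptor beads.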
An asterisk follows results filed as active; i = inactive; ? = inconclusive; . = not tested or not shown; & = joins results of further samples; [ ] = dose if it differs, or a comment. Unless noted, the call rests on the fitted dose curve; in most records, active means well fitted curve in the direction sought with a large enough effect; inconclusive means small, poorly fitted or top-dose-only effect, or another doubt; inactive means no such curve, though single readings can be large; an effect the other way counts as inactive or inconclusive. An excerpt, so the mix of outcomes need not match the whole.

SMILES | JMJD2A Tudor inh | HP1b chromo inh | Tb PGK inh | GLS inh | G9a block | Pin1 inhibitor | POLH inh | PI4K2A block | BAZ2B block
O=C(Cc1c(F)cccc1Cl)Nc1cc(S(=O)(=O)N2CCOCC2)ccc1N1CCCC1 | -10% | 6% | i | 0% | . | 1% | -13% | 4 | .
N#Cc1ccncc1Sc1ccc(Cl)cc1 | 26% | 56%[activator] | 5% | -9% | 61%[activator] | -12% | -26% | -4 | 39%
COc1cc(NC(=O)CCc2c(C)nn(-c3ccc(N4CCOCC4)nn3)c2C)cc(OC)c1OC | -19%&3% | 31%&23% | 5%&-1% | 0%&-2% | 14%&7%[59 µM] | -6%&0% | -16%&-14% | 11&4 | 4%&-6%
COc1ccc(N2CC(O)=C(c3nc(-c4ccc(Cl)cc4)cs3)C2=N)cc1 | -12% | 44%[activator] | 2% | 1% | 9% | 17% | -13% | -1 | 2%
Cc1nc(Nc2ccccc2C)c2cnn(C)c2n1 | -7% | 22% | -5% | 0% | . | -1% | 2% | -4 | .
CCC(NCc1cccnc1)c1ccc(OC)c(OC)c1 (centres undefined) | -17% | 32% | 8% | 0% | . | 0% | -2% | 0 | .
C#CCSc1[nH]c(=O)cc(C)c1C#N | -5% | 21% | -6% | -2% | 1% | -10% | -1% | -5 | ?
COc1cccc(-c2ccccc2C2=CC(=O)CC(C)(C)C2=O)c1 | . | . | -5% | -5% | . | . | -6% | -4 | .
C#CC(C)(CC)NC(=O)c1cc2c(n(-c3ccc(Cl)cc3)c1=O)CC(C)(C)CC2=O (centres undefined) | -11% | 22% | 7% | 5% | -4%[59 µM] | 4% | -18% | 12 | -12%
CCC(C)NC(=O)c1ccccc1-c1ccccc1C(=O)NC(C)CC (centres undefined) | 7% | 27% | 4% | -14% | 12% | 0% | -22% | 0 | -19%
O=C(CCN=C1NS(=O)(=O)c2ccccc21)N1CCc2ccccc2C1 | -10% | 10% | -1% | 10% | -1% | -2% | -19% | 11 | -2%
Cc1ccc(S(=O)(=O)Nc2ccc3c(c2)OCCO3)cc1 | -31% | -1% | -5% | -3% | -3% | 0% | -5% | 2 | -20%
CCCCc1nc2cc(C(=O)NCCc3cnn(C)c3)ccc2o1 | -5% | 9% | i | 8% | 7% | ? | 3% | -4 | -4%
Cc1ccccc1Nc1nc(N)nc(CN2C(=O)NC3(CCCCC3C)C2=O)n1 (centres undefined) | -15% | 49%[activator] | -6% | -2% | 25%[59 µM] | 20% | 0% | 4 | 5%
O=C(NNC(=S)NC1CCCCC1)c1sc2ccccc2c1Cl | ? | ? | -7% | 23% | -27%[59 µM] | -6% | -8% | 4 | 2%
Cc1cc(C)cc(CC(CC(=O)Nc2ccc(Cl)cc2)C(=O)O)c1 (centres undefined) | 9% | 40%[activator] | -7% | 3% | -36% | -14% | -7% | -1 | 29%
CCC(C)C(Nc1ncnc2scc(-c3ccccc3)c12)C(=O)O (centres undefined) | -3% | 31% | 5% | 17% | -4% | 7% | -1% | -8 | 4%
CCNC(=S)NNC(=O)c1cc(-c2cccc(OC)c2)nc2ccccc12 | 0% | 34% | -3% | 10% | 40µM* | 1% | -16% | -3 | -29%
CC1(C)CC(NC(=S)NCc2ccco2)CC(C)(C)N1 | -17% | 15% | 0% | 15% | ? | -7% | -10% | 2 | -27%
O=[N+]([O-])c1ccc(N2CCN(Cc3ccc4c(c3)OCO4)CC2)nc1 | ? | 1% | -10% | -17% | . | 2% | -10% | 0 | ?
CNCCCCOc1ccccc1-c1ccccc1 | 0.63µM* | ? | -10% | 10% | ? | -6% | -16% | 0 | 56µM*
Cc1ccc(NS(=O)(=O)c2ccc(NC(=O)c3ccc(Br)o3)cc2)c(C)c1 | -20%[57.1 µM] | -27% | -3% | -2% | -50%[59 µM] | 1% | -13% | -13 | -34%
O=C(O)CSc1ncnc2scc(-c3ccc(Br)cc3)c12 | -10% | 19% | 1% | 19% | 4% | 39%[activator] | 8% | 6 | -2%
COC(=O)c1ccc(C(=S)N2CCOCC2)cc1 | -14% | ? | -1% | -14% | ? | 1% | -4% | 1 | 0%
COc1ccccc1NC(=O)Cc1noc(CSc2cc(C)c3ccccc3n2)n1 | -7% | 54%[activator] | 10% | 0% | 10%[59 µM] | ? | -5% | -3 | 12%
Other compounds:
SMILES | JMJD2A Tudor inh | HP1b chromo inh | Tb PGK inh | GLS inh | G9a block | Pin1 inhibitor | POLH inh | PI4K2A block | BAZ2B block
CC(Oc1ccc(Br)cc1)C(=O)Nc1cc(S(=O)(=O)N2CCOCC2)ccc1N1CCCC1 (centres undefined) | -25% | 10% | -5% | -5% | ? | 1% | -11% | -1 | -25%
O=C(Nc1cccc(O)c1)c1ccc(NC(=O)C2CCCO2)cc1 (centres undefined) | -3% | 6% | -3% | 40%[activator] | -8% | -2% | 8% | -24 | 4%
CS(=O)(=O)Nc1cccc(C2=NN(C(=O)c3ccccc3Cl)C(c3ccccc3O)C2)c1 (centres undefined) | -19% | 23% | 2% | 12% | 17%[59 µM] | 2% | -14% | 2 | -39%
O=c1cc(-c2ccc([N+](=O)[O-])cc2)c2ccc(O)cc2o1 | -10% | 10% | i | 7% | -24% | 4% | 3% | -3 | 28%
Cc1ccc(C(=O)CSc2nnc3n2CCCCC3)s1 | 7% | 10% | -3% | 0% | 11%[12.7 µM] | -3% | -2% | -1 | -1%
CN(C)C(=O)[C@H]1C[C@H]1[C@@H](O)[C@H](CO)NC(=O)[C@H](COCc1ccccc1)NC(=O)OC(C)(C)C | 0% | 55%[activator] | i | -5% | -2% | 9% | -11% | -3 | 11%[57.1 µM]
Cc1ccc(NC(=O)N2CCCCCC2)cc1C | -11% | 31%[activator] | 8% | 15% | . | -16% | 5% | -1 | 3%
CS(=O)(=O)c1ccc(C(=O)OCC(=O)N2CCCc3ccccc32)cc1 | -4% | 19% | -1% | -5% | 5%[0.501 µM] | 4% | -22% | -3 | 0%
Cc1ccc(-n2nnnc2SCC(=O)Nc2ccccc2-c2ccccc2)cc1C | -9% | 32% | 5% | 3% | 37%[59 µM] | 5% | -9% | -2 | 27%
O=C(Nc1ccc(Cl)cc1)c1cccnc1N1CCCCC1 | 32% | 46%[activator] | 0% | -2% | -11% | 4% | -12% | 2 | 8%
CCCCCCC(=O)N/N=C(\C)Cc1ccccc1 | -10% | 42%[activator] | -1% | 0% | 10%[59 µM] | -13% | -15% | 5 | 4%
COc1ccc(CCn2cc3c(c2-c2ccc(Br)cc2)c(=O)n(C)c(=O)n3C)cc1OC | ? | 5% | 0% | 3% | ? | 2% | 3% | -14 | ?
Cc1ccc(C)c(S(=O)(=O)N/N=C/c2ccc(C(=O)O)cc2)c1 | -12% | 26% | -9% | 3% | 35µM* | -12% | 0% | 3 | 0%
Oc1ccc(Nc2nc(-c3ccc(O)cc3)cs2)cc1 | ? | ? | 15% | 33%[activator] | ? | -3% | -16% | -1 | 28µM*
Cc1ccc(NC(=O)c2cc(-c3ccc(Br)s3)nc3ccccc23)cc1F | 3% | 31% | -10% | -6% | -1%[59 µM] | 3% | 1% | -4 | 4%
O=C(Nc1cccc(C(=O)O)c1)Nc1cccc2ccccc12 | -14% | 37% | 7% | -4% | 3% | -1% | -24% | 2 | -5%
Cc1ccc(-c2csc3ncn(C(C)C(=O)O)c(=O)c23)cc1 (centres undefined) | -10% | 28% | i | -1% | 15% | 1% | -6% | 3 | -3%
Cc1ccc(Nc2nc(N)nc(CN3CCC(C)CC3)n2)c(C)c1 | -21% | 21% | 0% | 6% | . | 0% | 13% | 5 | .
COc1ccc(-c2nc(CSCC(=O)N3CCN(C(=O)c4ccco4)CC3)c(C)o2)cc1OC | -1% | 48%[activator] | -4% | -6% | -8% | 0% | -21% | -12 | 6%

Of the compounds above, nine have four or more nitrogen atoms:
SMILES | JMJD2A Tudor inh | HP1b chromo inh | Tb PGK inh | GLS inh | G9a block | Pin1 inhibitor | POLH inh | PI4K2A block | BAZ2B block
COc1cc(NC(=O)CCc2c(C)nn(-c3ccc(N4CCOCC4)nn3)c2C)cc(OC)c1OC | -19%&3% | 31%&23% | 5%&-1% | 0%&-2% | 14%&7%[59 µM] | -6%&0% | -16%&-14% | 11&4 | 4%&-6%
Cc1nc(Nc2ccccc2C)c2cnn(C)c2n1 | -7% | 22% | -5% | 0% | . | -1% | 2% | -4 | .
CCCCc1nc2cc(C(=O)NCCc3cnn(C)c3)ccc2o1 | -5% | 9% | i | 8% | 7% | ? | 3% | -4 | -4%
Cc1ccccc1Nc1nc(N)nc(CN2C(=O)NC3(CCCCC3C)C2=O)n1 (centres undefined) | -15% | 49%[activator] | -6% | -2% | 25%[59 µM] | 20% | 0% | 4 | 5%
CCNC(=S)NNC(=O)c1cc(-c2cccc(OC)c2)nc2ccccc12 | 0% | 34% | -3% | 10% | 40µM* | 1% | -16% | -3 | -29%
O=[N+]([O-])c1ccc(N2CCN(Cc3ccc4c(c3)OCO4)CC2)nc1 | ? | 1% | -10% | -17% | . | 2% | -10% | 0 | ?
COc1ccccc1NC(=O)Cc1noc(CSc2cc(C)c3ccccc3n2)n1 | -7% | 54%[activator] | 10% | 0% | 10%[59 µM] | ? | -5% | -3 | 12%
Cc1ccc(-n2nnnc2SCC(=O)Nc2ccccc2-c2ccccc2)cc1C | -9% | 32% | 5% | 3% | 37%[59 µM] | 5% | -9% | -2 | 27%
Cc1ccc(Nc2nc(N)nc(CN3CCC(C)CC3)n2)c(C)c1 | -21% | 21% | 0% | 6% | . | 0% | 13% | 5 | .
